SRC3 inh – human NCOA3 inhibition; AID 588352; actives 0.17% (n = 360,000); inhibition, % at 3.6 µM; Q9Y6Q9; HEK293 GAL4-SRC3 luciferase reporter, luminescence;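 active = inhibition above a per-campaign cutoff, the mean of all compounds plus 3 SD, cut at about 60% in these data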;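 note: 0% = DMSO-treated cells and 100% = gossypol-treated cells at 36 µM; higher means less SRC3-driven luciferase light from the GAL4 reporter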
SRC1 inh – human NCOA1 inhibition; inhibition, % at 3.6 µM; Q15788; HEK293 GAL4-SRC1 luciferase reporter, luminescence; AID 588354; actives 0.12% (n = 360,000);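 active = inhibition above the campaign mean plus 3 SD, with each screening campaign given its own cutoff, cut at about 60% in these data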;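 note: 0% = DMSO treated cells and 100% = gossypol at 36 µM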
ABHD5 PLIN5 PPI – ABHD5-PLIN5 protein interaction inhibition; inhibition, % at 4 µM; Q00G26+Q8WTS1; Split G. princeps luciferase complementation, luminescence, 4 h; actives 0.78% (n = 360,000);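 active = inhibition above the mean inhibition across every tested compound plus 3 SD, cut at about 22% in these data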;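 note: 0% = DMSO only wells and the 100% control is not disclosed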
NR5A2 inv ag – inverse agonists of human LRH-1 (NR5A2); HEK293T StAR-luciferase reporter, LRH-1 transfected, 24 h; inhibition, % at 3.6 µM; actives 0.13% (n = 360,000); AID 602396; O00482;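 active = inhibition above the mean inhibition of all tested compounds plus 3 SD, cut at about 73% in these data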;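 note: 0% = DMSO wells and 100% = reporter-only cells lacking LRH-1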
NR2F2 inh – inhibitors of human COUP-TFII (NR2F2). HEK293T NGFI-A luciferase reporter, luminescence. inhibition, % at 8.6 µM. P24468. AID 686940. actives 0.7% (n = 370,000);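 active = inhibition above a per-plate cutoff, mean inhibition of test wells between control levels plus 3 SD, cut at about 38% in these data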;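 note: cells cotransfected with COUP-TFII expression vector driving the NGFI-A reporter; 0% = median of COUP-TF2 test wells and 100% = reporter-only cells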
TLR9-MyD88 block – inhibitors of human TLR9-MyD88 binding | Q9NR96+Q99836 | CHO BLA complementation TLR9-MyD88, CCF4 FRET ratio | inhibition, % at 4.98 µM | actives 0.21% (n = 340,000) | AID 504734;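 active = inhibition above the mean over all tested compounds plus 3 SD, cut at about 21% in these data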;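 note: 0% = DMSO only wells and 100% = clavulanate BLA inhibitor control wells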
LMP1 NFkB inh – reduces LMP1-driven NF-kappaB luciferase signal | inhibition, % at 12.5 µM | actives 0.69% (n = 350,000) | LMP1-induced NF-kappaB luciferase reporter cells, luminescence; in the data active = inhibition above about 41%;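 note: 0% = neutral control wells and 100% = reference inhibitor control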
MC4R ag barr – human MC4R agonism via beta-arrestin; U2OS MC4R beta-arrestin complementation, luminescence; percent of melanotan II response, DMSO zero; actives 0.98% (n = 360,000); AID 540308; activation, % at 8.9 µM; P32245;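 active = activation above a per-plate cutoff, the mean activation of sample wells on that plate plus 3 SD, cut at about 8% in these data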
NOD2-RIPK2 inh – inhibitors of human NOD2-RIPK2 interaction; O43353; actives 0.38% (n = 360,000); CHO BLA complementation NOD2-RIPK2, CCF4 ratio; inhibition, % at 4.98 µM; in the data active = inhibition above about 21%;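 note: 0% = vehicle only and 100% = reference blocker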
MC4R antagonist – human MC4R antagonism in cAMP assay; actives 0.48% (n = 360,000); P32245; inhibition, % at 6.5 µM; MC4R-expressing cells, MTII-stimulated cAMP, LANCE TR-FRET;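 active = inhibition above its plate's cutoff, the mean of tested wells on that plate plus 3 SD, cut at about 29% in these data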;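 note: 0% = Melanotan II alone and 100% = Melanotan II plus saturating MCL0020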
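Assay system: U2OS-MC4R stable cell line; Also added: Melanotan II; Technique: Eu-cAMP/anti-cAMP TR-FRET, emission 671 nm; Times: 30-min compound, 1-h challenge, 1-h detection, room temperature.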
NCOA2 inhibitor – inhibits human steroid receptor coactivator 2; Q15596; HEK293 GAL4-SRC2 luciferase reporter, luminescence; inhibition, % at 9 µM; actives 0.17% (n = 370,000);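 active = inhibition above the mean inhibition of all tested compounds plus 3 SD, set per campaign, cut at about 52% in these data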;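 note: 0% = DMSO treated cells and 100% = cells given Gossypol at 36 µM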
An asterisk follows results filed as active; . = no result given. This is a subset; the hit share may differ from the screen's.

The line under a structure holds: SRC3 inh	SRC1 inh	ABHD5 PLIN5 PPI	NR5A2 inv ag	NR2F2 inh	TLR9-MyD88 block	LMP1 NFkB inh	MC4R ag barr	NOD2-RIPK2 inh	MC4R antagonist	NCOA2 inhibitor
Cc1c(NC(=O)/C=C/c2cccs2)c(=O)n(-c2ccccc2)n1C
  2	-13	-9	0	-20	1	2	-1.2	2	10	-1
CC(=O)N1CCN(c2ccc(NC(=O)c3ccc(OCc4ccccc4)cc3)cc2)CC1
  1	-15	0	-6	10	-5	4	-0.8	-7	0	-3
O=C(CSc1nc(-c2ccco2)cc(C(F)(F)F)n1)Nc1ccccc1C(F)(F)F
  13	8	3	14	4	-7	7	9.4*	0	-14	15
CC1CCCC2(C1)NC(=S)N(c1ccccc1)N2 (stereo not given)
  11	-8	2	-3	-4	-1	-9	-4.4	-6	9	-46
CCn1c(=O)cc(SCC(=O)N2CCN(C(=O)c3ccco3)CC2)c2ccccc21
  7	8	6	18	-63	-7	10	-1.8	-9	17	-53
Cc1ccc(Cn2ccc(NC(=O)c3cc(-c4ccc(Cl)cc4)on3)n2)cc1
  19	2	9	-11	-3	-14	3	-0.8	-12	2	-15
Cc1ccc(OCC(O)CN2C(=O)NC(C)(C)C2=O)cc1 (stereo not given)
  -12	5	-1	-10	9	-5	2	-0.8	2	1	-2
COc1ccc(Nc2cc(C)nc3ccc(OC)cc23)cc1
  -3	14	7	17	26	-4	-8	-0.8	-6	0	-23
CC(C)(C)c1ccc(O)c(N=Cc2cc(Br)ccc2O)c1
  -11	-13	3	9	14	-7	12	-1.2	-3	0	-22
CC(C)C1O/C(=N/C(=O)Nc2ccc(Cl)c(Cl)c2)NC1=O (stereo not given)
  8	0	12	1	-8	-10	6	5.2	-1	1	11
O=C(CNc1ccccc1)NNC1=NCCC1
  5	10	-9	-5	-10	-5	-11	-1.5	-5	2	-4
Cc1ccc(Nc2nc3c(c(=O)[nH]c(=O)n3C)n2Cc2ccc(F)cc2)cc1
  -7	-12	12	-18	-19	-3	7	8.9*	9	14	-7
CCOC(=O)N1CCN(C(=O)CCSc2ccc(C)cc2)CC1
  -24	-41	2	-22	3	0	-2	0.8	0	-10	-15
COc1ccc(CCNC(=O)CN(c2cccc([N+](=O)[O-])c2)S(C)(=O)=O)cc1OC
  0	11	82*	2	32	0	2	-4.3	-9	-2	24
COc1ccc(-c2cc3c(=O)n(CC(=O)NCCCc4ccccc4)ncn3n2)cc1
  -64	-43	-3	-53	-14	8	-8	0.1	6	9	-24
Cc1[nH]n(-c2ccc([N+](=O)[O-])cc2)c(=O)c1C=NCCc1c[nH]c2ccccc12
  -2	-5	1	-3	-15	-3	-1	8.4*	10	5	-5
CCOC(=O)Cc1cc(=O)[nH]c(=O)[nH]1
  -7	0	0	-16	-8	2	-1	0.7	0	20	3
CCCC/C(O)=C1\C(=O)CC(C)(C)CC1=Nc1ccccc1OC
  -1	-1	3	-18	5	2	-2	-2.0	-1	3	-13
COCCNc1cc(C)nc2c(-c3ccccc3OC)c(C)nn12
  1	2	1	-12	8	-3	7	-1.5	2	5	14
Cc1ccc(C)c(S(=O)(=O)N2CCCC2CNC(=O)C(=O)NCc2ccccc2C)c1 (stereo not given)
  1	1	-11	-3	-8	9	-7	-2.4	-4	-2	8
CC1CCN(CC(=O)N2CCc3ccccc32)CC1
  -27	-6	0	-17	-3	-6	6	-0.2	-3	4	-22
CC(C)(C)c1nc2c(C#N)c(-c3ccc(Cl)cc3)ccn2n1
  -26	-38	-1	-37	-19	2	4	2.1	24*	6	-43
COC(=O)[C@@]1(Cc2ccc(F)cc2)[C@H]2c3cc(C(=O)N(C)C)n(Cc4ccc(C)o4)c3C[C@H]2CN1C(=O)c1ccccc1
  .	.	3	-1	14	.	.	.	-4	.	9
Cc1c(C(=O)N2CCc3ccccc32)oc2c1C(=O)CC(C)(C)C2
  -75	-115	0	-110	-45	9	-26	-2.5	-4	2	-57
CCOc1ccc(NC(=O)C(=O)NCCN2CCN(S(=O)(=O)c3ccc(C)cc3)CC2)cc1
  -16	0	2	3	1	4	-3	-0.9	-4	3	-9
O=C(C[C@H]1C/C=C\CC[C@H](Cc2ccc(F)cc2)C(=O)O[C@H](c2ccccc2)CNC1=O)N[C@H](CO)Cc1ccccc1
  -18	10	-5	-8	-3	-4	-7	0.8	2	15	0
CCn1cc(/C=C/C(=O)Nc2c(C)nn(Cc3ccccc3C)c2C)cn1
  2	-10	5	-23	6	1	-4	1.9	-25	15	8
CC(C)(C)C(=O)N1CCC2CC1c1cc(-c3ccc4c(c3)OCO4)ccc12 (stereo not given)
  -9	6	-1	8	2	.	.	.	-5	.	6
COc1ccc(/C=C2\SC(=S)N(CC(=O)NCCO)C2=O)cc1
  -1	-4	-6	-10	-6	-10	6	-1.2	0	-13	-60
COc1cccc(-c2nc(CS(=O)(=O)CC(=O)NCCc3ccc(OC)c(OC)c3)c(C)o2)c1
  -26	4	-2	2	0	-2	8	-0.2	0	8	-9
Cc1ccc(S(=O)(=O)N2CCC(C)CC2)c([N+](=O)[O-])c1
  8	13	5	0	-3	.	-10	1.3	-12	5	7
S=C(Nc1ccc(Cl)cc1)N1CCN(C2CCCCC2)CC1
  -40	-10	-3	-6	-4	-2	2	2.4	-1	7	14
COc1ccc(CCNC(=O)CSc2cn(Cc3ccccc3)c3ccccc23)cc1OC
  18	-14	4	-9	17	-10	-19	13*	5	-12	13
CCCCCC[N+](C)(C)CC/C=C1/c2ccccc2Sc2ccc(Cl)cc21
  0	6	18	-11	-9	0	14	3.0	-4	14	-6
COCCCNC(=O)c1ccc(CS(=O)(=O)c2ccccc2OC)o1
  10	-14	1	21	-11	7	-8	-0.1	-16	7	-29
COC(=O)c1cc(-c2ccccc2)sc1NC(=O)CN1C(=O)c2ccccc2C1=O
  -3	16	0	-1	-19	-2	-3	-2.5	0	-6	-6
O=C(CC12CCC(CC1)C2)NCc1ccc2c(c1)OCO2
  -35	-25	9	-26	-9	3	1	2.9	-3	-1	-40
O=C(Nc1ccc(C(F)(F)F)cc1)N1CCN(C(=O)c2ccco2)CC1
  7	0	2	-4	2	-2	-3	-1.1	5	5	10
CNC(=S)N(CCc1c(C)[nH]c2ccc(OC)cc12)Cc1cccnc1
  16	15	1	12	-21	-10	4	-2.7	-2	1	-18
CC(=O)c1ccc(NC(=O)CN2C(=O)CCC2=O)cc1
  9	-14	-5	0	10	3	-7	-1.4	2	0	-15
Cc1ccc2nc(NC(=O)C3CC3C)sc2c1 (stereo not given)
  -82	-106	0	-141	-8	-1	-39	0.8	-2	6	-53
Cc1cc(N2CCN(C)CC2)nc2ccc(NC(=S)N3CCOCC3)cc12
  0	-3	-4	4	13	-3	1	-1.9	4	-2	-11
Cc1c(C(=O)N2CCCC2)oc2c1-c1nn(CC(=O)NCCCOC(C)C)cc1CC2
  1	9	2	35	14	0	13	0.0	2	3	15
COC(=O)n1c(SC)nc2ccccc21
  -14	-8	0	-27	2	-3	1	2.3	-8	9	-23
Clc1ccc(Cc2nnc(-c3cccs3)o2)cc1
  -22	-26	6	-10	-32	-7	-14	-1.3	10	-6	-32
CCN(CC)S(=O)(=O)c1cc([N+](=O)[O-])ccc1N1CCC(C(N)=O)CC1
  9	-2	4	14	-3	5	1	0.2	-11	-1	2
CCOc1ccc(CN(C)CCc2ccccn2)cc1
  -9	3	0	9	-16	1	4	-1.8	7	9	-5
O=C(CSc1ncnc2c1cnn2-c1ccccc1)Nc1ccccc1
  1	5	0	-4	0	-6	-3	18*	5	14	19
Cn1c(/N=C/c2ccc3c(c2)OCO3)nc2ccccc21
  6	8	-4	24	29	-2	-4	-1.8	-5	-5	-15
CC(C)N1CCCC(C)(C(=O)Nc2ccc3c(c2)OCO3)C1 (stereo not given)
  10	-9	-2	-11	-29	.	.	-2.1	2	3	-11
Cc1ccc2c(Cl)cc(Cl)c(OCC(=O)Nc3cccc(S(=O)(=O)N(C)C)c3)c2n1
  8	-6	4	14	-6	4	14	-2.8	-1	11	-7
COC(=O)c1sc(-c2ccc(Cl)cc2)cc1NC(=O)CSCC(=O)O
  25	7	-6	6	-57	0	12	2.0	-4	14	-64

With a hit mark in ABHD5 PLIN5 PPI, of those listed so far:
The line under a structure holds: SRC3 inh	SRC1 inh	ABHD5 PLIN5 PPI	NR5A2 inv ag	NR2F2 inh	TLR9-MyD88 block	LMP1 NFkB inh	MC4R ag barr	NOD2-RIPK2 inh	MC4R antagonist	NCOA2 inhibitor
COc1ccc(CCNC(=O)CN(c2cccc([N+](=O)[O-])c2)S(C)(=O)=O)cc1OC
  0	11	82*	2	32	0	2	-4.3	-9	-2	24

Three compounds from above, ordered by length of the SMILES, ascending:
The line under a structure holds: SRC3 inh	SRC1 inh	ABHD5 PLIN5 PPI	NR5A2 inv ag	NR2F2 inh	TLR9-MyD88 block	LMP1 NFkB inh	MC4R ag barr	NOD2-RIPK2 inh	MC4R antagonist	NCOA2 inhibitor
CCOc1ccc(CN(C)CCc2ccccn2)cc1
  -9	3	0	9	-16	1	4	-1.8	7	9	-5
O=C(CSc1ncnc2c1cnn2-c1ccccc1)Nc1ccccc1
  1	5	0	-4	0	-6	-3	18*	5	14	19
CNC(=S)N(CCc1c(C)[nH]c2ccc(OC)cc12)Cc1cccnc1
  16	15	1	12	-21	-10	4	-2.7	-2	1	-18
